Rac1 GTP hydrolysis: MgcRacGAP GTPase-activating activity inhibitors, confirmation, biochemical, ADP Hunter fluorescence; MgcRacGAP-stimulated Rac1 GTP hydrolysis, ADP Hunter fluorescence; higher % means a stronger effect; GST-tagged Rac1 F28L mutant substrate; inhibition, % at 30 µM, or IC50 in µM where a hit was titrated; 340,000 tested, 0.6% active;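 active = first-screen hits whose inhibition reached a set limit at any dose in the follow-up dose series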;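 note: fluorescence reports GDP produced by GAP-driven GTP hydrolysis; strong numbers were not always called active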
KOR beta-arrestin-1: KOR antagonists, beta-arrestin recruitment, cell-based, luminescence, uHTS (AID 1778). 290,000 tested, 0.091% active. KOR beta-arrestin recruitment, luminescence, antagonist mode; higher % means a stronger effect. inhibition, % at 10 µM; hits with a dose series show IC50 in µM; in the data active = inhibition above about 50%; note: strong numbers were not always called active
UTI89 phage lysis: inhibition of K1F phage lysis, E. coli UTI89, bacterial capsule biogenesis inhibitors, alamar blue (AID 488966) | E. coli UTI89 K1F phage lysis, alamar blue, 2 h; higher % means a stronger effect | inhibition, % at 100 µM, or IC50 in µM where a hit was titrated | 340,000 tested, 0.02% active;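 active = phage lysis inhibition, versus mean bacterial control, above a set limit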;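 note: capsule biogenesis inhibitors block K1F phage lysis so surviving cells raise fluorescence; higher fluorescence means more inhibition of phage lysis; actives were called in the ten point dose series up to 300 µM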
GPR55 LPI antagonism: GPR55 antagonists blocking LPI-driven arrestin recruitment, primary screen, imaging, U2OS, beta-arrestin-GFP, LPI agonist (AID 2013) | inhibition, % at 10 µM, or IC50 in µM where a hit was titrated | U2OS GPR55 beta-arrestin-GFP translocation imaging, LPI antagonism; higher % means a stronger effect | 290,000 tested, 0.13% active;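 active = spots per cell inhibited over 60%, with over 100 cells counted and total cytoplasm intensity under 500,000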;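 note: U2OS cells stably carrying GPR55 and arrestin-GFP stimulated by 5 µM LPI near EC80; imaged beta-arrestin-GFP aggregate spots per cell after agonist stimulation; plate controls were LPI-stimulated DMSO wells for no effect and DMSO wells without LPI for full effect; some results filed as inactive read as strong as hits; confirmed hits need IC50 under 10 µM and bright autofluorescent wells are also inconclusive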
GPR55 beta-arrestin: selective activators of receptor GPR55 – imaging, U2OS cells, beta-arrestin-GFP redistribution, primary screen (AID 1961); U2OS GPR55 beta-arrestin-GFP redistribution imaging; higher % means a stronger effect; 290,000 tested, 0.048% active; one-dose activation, % at 10 µM; EC50 in µM for titrated hits;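 active = activation above 40% with more than 50 cells counted in the well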;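 note: U2OS osteosarcoma cells stably expressing GPR55 and beta-arrestin-GFP; plate controls were DMSO negative control for no effect and LPI positive control for full effect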
GPR35 arrestin U2OS: GPR35 antagonists blocking zaprinast-driven arrestin recruitment, primary screen, imaging, U2OS, beta-arrestin-GFP, zaprinast agonist (AID 2058); U2OS GPR35 beta-arrestin-GFP translocation imaging, zaprinast antagonism; higher % means a stronger effect; one-dose inhibition, % at 10 µM; IC50 in µM for titrated hits; 290,000 tested, 0.052% active;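 active = inhibition of at least 50% with at least 30 cells and total cytoplasm GFP at most 10,000,000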
NOD1 inhibition: inhibition of NOD1-driven NF-kB reporter – cell-based, luminescence, uHTS, primary screen (AID 1578) | NOD1-driven NF-kB luciferase reporter cells, luminescence; higher % means a stronger effect | inhibition, % at 4 µM, or EC50 in µM where a hit was titrated | 290,000 tested, 1% active; in the data active = inhibition mostly above about 36%, no sharp cut-off; inactive = mostly below about 34%;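 note: HEK-293T reporter cells stimulated with the NOD1 agonist gamma-tri-DAP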
KOR beta-arrestin-2: kappa opioid receptor activators – cell-based, luminescence, uHTS, primary screen (AID 1777); 280,000 tested, 0.02% active; one-dose activation, % at 10 µM; EC50 in µM for titrated hits; KOR beta-arrestin recruitment, luminescence; higher % means a stronger effect; in the data active = activation above about 50%, passing the limit was not always enough; note: a part of the inactive calls stands beside numbers as strong as those of hits
NTR1 agonist: agonists of NTR1, primary screen, imaging, U2OS cells, beta-arrestin-GFP, high content (AID 493036); 330,000 tested, 0.17% active; P30989; NTR1-U2OS beta-arrestin-GFP spot imaging, agonist mode; activation, % at 20 µM;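 active = activation at or above 40% of the spot to cytoplasm intensity ratio, with at least 20 cells analyzed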;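 note: 0% = DMSO without peptide and 100% = 100 nM NTR1 peptide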
Target sequence (P30989 whole entry, looked up): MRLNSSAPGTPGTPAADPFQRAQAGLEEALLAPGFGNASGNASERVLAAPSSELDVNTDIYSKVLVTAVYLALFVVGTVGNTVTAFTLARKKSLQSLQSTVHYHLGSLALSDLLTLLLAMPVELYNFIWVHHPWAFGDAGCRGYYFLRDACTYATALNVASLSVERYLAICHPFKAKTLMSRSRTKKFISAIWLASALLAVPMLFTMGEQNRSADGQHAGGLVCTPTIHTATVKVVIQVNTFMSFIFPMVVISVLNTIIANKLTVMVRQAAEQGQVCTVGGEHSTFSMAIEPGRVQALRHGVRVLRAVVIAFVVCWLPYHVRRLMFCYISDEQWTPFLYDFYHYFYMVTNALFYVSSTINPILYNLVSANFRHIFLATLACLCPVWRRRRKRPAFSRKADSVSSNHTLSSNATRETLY
NTR1 agonist cell count 20 µM: recorded beside NTR1 agonist, whose call it bears; cell count; measured here: cell count, cytotoxicity flag
Starred values were filed as active, the others as inactive; · = no result given; [ ] = another dose, or the depositor's remark.

SMILES	Rac1 GTP hydrolysis	KOR beta-arrestin-1	UTI89 phage lysis	GPR55 LPI antagonism	GPR55 beta-arrestin	GPR35 arrestin U2OS	NOD1 inhibition	KOR beta-arrestin-2	NTR1 agonist	NTR1 agonist cell count 20 µM
CCOC(=O)c1c(C)cc(C)[nH]c1=O	-4%	-4%	-0.5%	10%	-0.1%	2%	-16%	2.4%	-0.1	56
COC(=O)[C@@]1(Cc2ccc(F)cc2)[C@H]2c3cc(C(=O)N(C)C)n(Cc4ccc(OC)c(OC)c4)c3C[C@H]2CN1C(=O)c1ccccc1	·	-8%	·	13%	-0.3%	-14%	52%	-1.4%	5.1	56
COc1cc(-c2nnc(Sc3ccc(C(F)(F)F)cc3[N+](=O)[O-])o2)cc(OC)c1OC	1%	-5%	-3.0%	-10%	-0.1%	1%	0%	4.4%	8.7	77
O=C(Cn1cc(C(=O)C2CC2)c2ccccc21)NCc1ccc2c(c1)OCO2	3%	17%	0.0%	16%	0.1%	10%	4%	1.7%	0.9	98
Cc1ccccc1N1CC(C(=O)N2CC(C)OC(C)C2)CC1=O (stereo not given)	2%	-11%	0.7%	3%	0.0%	13%	-41%	-0.8%	-1.5	63
O=C(COc1ccc(Cl)cc1Br)N1CCN(S(=O)(=O)c2ccccc2)CC1	7%	-30%	0.1%	10%	-0.1%	7%	-15%	1.8%	2.6	62
COc1ccc(OC)c(CNC(=O)C(C)n2nc(C)c3c(C)n(-c4ccccc4)nc3c2=O)c1 (stereo not given)	8%	-21%	0.2%	-10%	0.0%	14%	2%	-2.9%	0.8	57
O=C(CSc1nnc(-c2ccncc2)n1Cc1ccco1)Nc1ccccc1Cl	7%	2%	0.0%	6%	-0.2%	11%	-1%	-1.5%	-0.8	73
Cc1noc(C)c1COC(=O)C1(c2cccc(F)c2)CCCC1	7%	10%	-2.4%	-4%	0.1%	-6%	-4%	-0.4%	1.7	54
Cc1ccc(-c2cc(C(=O)N/N=C/C=C/c3ccccc3)n[nH]2)s1	5%	-5%	1.1%	7%	0.3%	-12%	52%	-2.2%	-0.7	75
COc1cc(OC)cc(C(=O)Nc2cccc(C(C)=O)c2)c1	7%	-20%	0.4%	4%	-0.1%	-2%	-31%	-2.9%	1.2	88
Cc1ccc(NC(=O)CN(C)S(=O)(=O)c2cccc3cccnc23)cc1F	-10%	-17%	-0.2%	-7%	-0.1%	-12%	-4%	2.9%	1.9	54
CCn1cc(C(=O)N[C@@H](CCSC)C(=O)NCCCOC)c(=O)c2cc3c(cc21)OCO3	6%	-9%	0.1%	-4%	-0.1%	-8%	4%	7.5%	0.4	48
COc1ccccc1/C=N/NC(=O)CC(=O)NCc1cccnc1	4%	15%	3.9%[50 µM]	7%	-0.3%	16%	-30%	-2.2%	6.6	43
CCCc1cc(C(=O)N2CCCC(CO)(CCCc3ccccc3)C2)n(C)n1 (stereo not given)	11%	-12%	-0.3%	-2%	-0.1%	2%	-31%	0.5%	2.3	58
CC1=C(Nc2ccc(C(=O)O)cc2)C(=O)c2ccccc2C1=O	8%	-34%	0.0%	-7%	0.4%	-20%	4%	3.6%	-0.7	79
Cc1c(/C(Cc2ccccc2)=N/O)c2ccccc2n1C	1%	-14%	-2.6%	1%	-0.2%	-3%	-18%	-2.9%	1.6	50
COC(=O)c1cc2c(=O)c3ccccc3oc2nc1/C=C/N(C)C	·	-2%	1.5%[50 µM]	16%	-0.1%	21%	-20%	-4.2%	·	·
Cc1ccc2nc(C)c3c(c2c1)N(c1ccccc1)CC3	·	-26%	·	10%	0.3%	-12%	4%	2.8%	4.4	35
COc1ccc(C(=O)Nc2ccc(NC(=O)c3ccco3)c(Cl)c2)cc1OC	15%	9%	0.4%[50 µM]	-5%	-0.1%	11%	9%	0.5%	0.3	67
N=C1S/C(=C\c2ccc(-c3ccccc3C(=O)O)o2)C(=O)N1c1ccc2c(c1)OCO2	20%	18%	-3.4%	-4%	0.0%	-23%	-8%	0.9%	·	·
O=C(Nc1nc2ccccc2[nH]1)c1ccc(Cl)cc1	3%	26%	-0.2%	-8%	-0.2%	-12%	10%	-5.0%	-1.3	46
C#CC(CC)(CC)NC(=O)NC1CCCCC1	-1%	-20%	0.0%	-4%	-0.3%	-10%	-18%	-2.8%	1.5	89
COc1cc(/C=C2/CCc3ccccc3C2=O)cc(OC)c1OC	4%	-3%	0.1%	19%	0.6%	-4%	·	1.6%	3.6	67
O=C(CN1CCOCC1)NC1CC2CCC1C2 (stereo not given)	-2%	-61%	-0.4%	-6%	0.4%	15%	7%	-0.5%	-0.3	33
COc1cccc(OC)c1C(=O)NC(=S)Nc1ccc(N2CCOCC2)c(Cl)c1	-2%	-40%[20 µM]	0.1%	2%	-0.1%	-3%	-33%	2.3%	3.0	44
CC1(c2ccc(Cl)cc2)NC(=S)N2C1NC(=S)N2c1ccccc1 (stereo not given)	18%	-7%	0.6%	-3%	0.0%	-5%	-8%	12%	-0.3	43
COc1cc(C2c3c(oc4ccccc4c3=O)C(=O)N2Cc2ccco2)ccc1O (stereo not given)	5%	5%	0.9%	-4%	0.2%	2%	8%	-1.2%	-0.7	28
CN=C1c2cc3c(Br)c(OC)ccc3n2CCN1C	20%	-13%	1.1%	6%	-0.1%	-7%	-25%	5.4%	-1.5	52
CC(=O)Nc1cccc(NC(=O)c2ccc(Br)cc2)c1	5%	-34%	0.6%	4%	0.4%	-6%	-9%	-0.3%	-1.2	47
COc1ccc(C(=O)NC(C)c2ccccc2)cc1Br (stereo not given)	5%	12%	-0.6%	5%	0.0%	-18%	-8%	-2.6%	-0.5	19
CCN(CC)CCNC(=O)c1cn(C)c2ccc(S(=O)(=O)N(C)C3CCCCC3)cc2c1=O	6%	8%	-4.7%	17%	0.4%	3%	-9%	3.6%	-0.6	60
CCOC(=O)c1cccc(N2C(N)=NC(N)=NC2(C)C)c1	5%	14%	-0.1%	15%	-0.2%	8%	2%	-0.5%	-1.2	46
O=C(/C=C/c1ccc(Cl)c(Cl)c1)N1CCOCC1	-1%	-3%	0.8%	3%	0.4%	-10%	-33%	-2.3%	0.4	40
Cc1ccc(OS(=O)Nc2cccc3nccnc23)cc1 (stereo not given)	5%	-11%	0.0%	6%	0.3%	0%	-13%	-7.9%	-0.3	49
CCOC(=O)[C@@H]1[C@H]2COc3ccccc3[C@H]2N2C(=O)N(c3ccc(F)cc3)C(=O)[C@]12C	7%	-19%[20 µM]	2.2%	9%	0.0%	8%	-20%	7.9%	-2.5	89
O=C(CSc1nnc(CCc2nc3ccccc3[nH]2)n1-c1ccccc1)NCc1ccco1	10%	-14%	0.2%	-5%	0.3%	13%	-20%	-1.6%	3.0	100
COc1ccccc1/C=C/C1=NC(=C\C=C/c2ccccc2)/C(=O)O1	11%	-16%	1.4%	3%	1.1%	10%	-9%	-6.7%	0.5	72
NNC(=O)c1[nH]c2ccccc2c1-c1ccccc1	10%	9%	0.0%	-3%	-0.1%	-6%	-5%	2.0%	0.8	61
CCCN(CCC)C(=O)Cn1c(=O)c2sccc2n2c(=S)sc(-c3ccccc3)c12	2%	-7%	-0.7%	14%	1.4%	6%	-3%	-1.9%	7.1	66
Cc1ccnc(NCc2cc(C)ccc2O)c1	9%	-24%[20 µM]	0.5%	-1%	-0.1%	-1%	-28%	-3.4%	-0.2	67
O=C(NCc1ccccn1)c1ccc(N2CCCC2)c([N+](=O)[O-])c1	13%	-10%	0.1%	4%	-0.4%	1%	-18%	-4.1%	-3.3	78
Cc1ccc(C2C3CSCC=C3C(C#N)=C(N)C2(C#N)C#N)cc1 (stereo not given)	17%	-33%	0.8%	-16%	0.2%	2%	30%	1.0%	3.3	48
CCC(=O)Nc1ccc(NC(=O)CSc2nnc(C(C)C)n2C)cc1	1%	-20%	2.4%	0%	-1.0%	-2%	-6%	-1.7%	1.9	39
O=C(CCc1ccccc1)NC(=S)Nc1cc(C(F)(F)F)ccc1N1CCOCC1	-3%	-20%	3.8%	1%	0.9%	2%	42%	1.6%	21	71
CCOC(=O)C(CC)Sc1cc(C)nc2ccc(OC)cc12 (stereo not given)	7%	-3%	1.7%	20%	-0.4%	15%	-26%	-7.1%	-0.2	51
Cc1ccc(N2CC(C(=O)NC3CCC(C)CC3)CC2=O)cc1 (stereo not given)	5%	12%	-0.1%	14%	-0.1%	13%	-12%	-5.3%	-0.2	67
Oc1ccc(O)c2c1C1c3ccccc3C2c2ccccc21	·	10%	·	0%	0.7%	-9%	1%	-1.5%	3.3	63
Brc1ccc(CNCCCSc2ncccn2)cc1	14%	14%	1.5%	-13%	-0.2%	-3%	-21%	-1.7%	-1.1	52
CN(C)c1ccc(/C=N/N=C(N)N)cc1[N+](=O)[O-]	2%	-10%[20 µM]	-0.9%	-3%	-0.1%	15%	-36%	-10%	-1.4	95
Cc1ccc(-n2nc3c(=O)n(CCCC(=O)NCc4cccc(Cl)c4)nc(C)c3c2C)cc1	-8%	13%	0.1%	5%	-0.1%	12%	14%	-5.2%	1.6	46
Cc1noc(C)c1COC(=O)C1CC(O)CN1S(=O)(=O)c1ccc(Cl)cc1 (stereo not given)	3%	22%	-0.1%	3%	-0.1%	-14%	-5%	-2.5%	-1.3	95
COc1ccc(NC(=O)C2C3C=CC(O3)C2C(=O)O)cc1 (stereo not given)	13%	-37%[20 µM]	0.3%	16%	0.3%	-10%	-22%	3.3%	-0.1	50
COc1ccc(NC(=O)CCCn2c(=O)c3sccc3n(Cc3ccc(C)cc3C)c2=O)cc1	8%	20%	1.7%[50 µM]	17%	-0.3%	-7%	-24%	1.3%	-0.2	52
COc1ccc2cc(C(=O)NCc3ccccc3)c(=O)oc2c1	5%	7%	-0.1%	-6%	0.3%	6%	-46%	-2.0%	0.7	69
CC(c1ccncn1)N(C)Cc1nc(-c2ccc(C(F)(F)F)cc2)no1 (stereo not given)	2%	-12%	0.1%	-1%	0.2%	1%	-10%	-3.9%	0.4	88
COc1ccc(NC(=O)COC(=O)c2ccc(S(=O)(=O)N(C)c3ccccc3OC)cc2)cc1OC	-1%	21%	-4.2%	13%	0.3%	-3%	-23%	-1.8%	0.3	59

Screening data from PubChem.

Only part of the results is shown (hit frequency here may not be typical).
